HT1080-NT tox: qHTS for induction of synthetic lethality in tumor cells producing 2HG: qHTS for the HT-1080-NT fibrosarcoma cell line. HT-1080-NT fibrosarcoma viability, CellTiter-Glo ATP luminescence, 48 h. Potency, µM (top dose mostly 46.1 µM), without a hit: at the top dose activity, negative = less viability, hits mostly cytotoxic. 1.6% of 360,000 active;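 also: NT is the 2HG producing partner of a matched IDH1 knockdown line; 0% = DMSO-treated cells and -100% = media-only wells without cells; nearly all actives have a fitted effect of over 55% in size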
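Viability by CellTiter-Glo luminescence after 48 h compound exposure at 37C of HT-1080-NT cells (750/well, RPMI, 5% FBS). % activity scaled between DMSO wells and medium-only wells, then curve-fitted and categorized by curve class.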
GLP1R cytotox: qHTS of GLP-1 Receptor Inverse Agonists: Cytotox Screen | HEK293 cAMP-luciferase reporter cells, luminescence, 24 h | Potency, µM (top dose mostly 38.3 µM), without a hit: top-dose activity change, negative = inhibition, actives largely listed as inhibitors | 0.13% of 410,000 active | AID 624418, 2012;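 also: loss of luciferase light is scored as toxicity; % is scaled to controls: 0 for no effect and ±100 for the full control effect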
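Here, cytotoxicity is scored as loss of luminescence. The MLSMR collection was tested on cells seeded in medium containing 10% Nu serum, with a 24 hr compound exposure preceded by 12 hours of culture.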
KB-V1 cytotox: qHTS assay for MDR1-selective chemotherapeutics: Primary screen using the drug-selected MDR subline cells KB-V1. 3.4% of 400,000 active. KB-V1 MDR cells viability, CellTiter-Glo, 72 h. Potency, µM (titrated, usually from 46.1 µM), without a hit: top-dose activity change, negative = cytotoxicity, actives largely listed as cytotoxic; also: % is scaled to controls: 0 for no effect and ±100 for the full control effect; nearly all actives have a fitted effect of over 60% in size
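Compound-treated KB-V1 multidrug-resistant cells, 72 h, 37 degrees C; viability by CellTiter-Glo. Fitted qHTS curves give the values.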
TDP-43 yeast inh: qHTS of TDP-43 Inhibitors. 1.8% of 410,000 active. TDP-43 expressing yeast growth rescue, BacTiter-Glo, 24 h. AID 652104, 2013. Potency, µM (top dose mostly 46.1 µM), for the others: top-dose growth rescue (activation), actives largely listed as activators; also: % of control where 0% means no effect; nearly all actives have a fitted effect of over 50% in size
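Yeast expressing TDP-43 (pregrown in raffinose, seeded at OD600=0.02 in galactose medium) exposed to compounds 24 hr at 30 deg C. Growth read by BacTiter-Glo luminescence; rescue of toxicity appears as increased signal.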
SW480 rerep: A quantitative high throughput screen for small molecules that induce DNA re-replication in SW480 colon adenocarcinoma cells | Potency, µM (titrated, usually from 46.1 µM), without a hit: top-dose re-replication activation, hits mostly activators | SW480 DNA re-replication, Hoechst DNA content imaging, 48 h | 1.8% of 340,000 active; also: % of control where 0% means no effect; nearly all actives have a fitted effect of over 55% in size
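Hoechst fluorescence of nuclei (405 nm excitation, 500-530 nm emission) measured by plate-scanning imager after 48 hr compound exposure at 37 C; re-replication scored as increased number of nuclei with elevated intensity.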
HT1080 IDH1KD tx: qHTS for induction of synthetic lethality in tumor cells producing 2HG: qHTS for the HT-1080-IDH1KD cell line; HT-1080 IDH1 knockdown viability, ATP luminescence, 48 h; Potency, µM (top dose mostly 46.1 µM), for inactives: top-dose activity, negative = toxicity, hits mostly cytotoxic; 2% of 360,000 active; AID 686971, 2013;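 also: 0% = DMSO wells and -100% = cell-free medium wells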
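Assay cells: HT-1080 with IDH1 knockdown, 750 per well, RPMI/5% FBS. Exposure: 48 h at 37 °C following 2 h pre-incubation. Read: CellTiter-Glo luminescence; fitted concentration-response, curve class assigned.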
KB-3-1 cytotox: qHTS assay for MDR1-selective chemotherapeutics: Primary screen using the parental adenocarcinoma cell KB-3-1 | 1.4% of 400,000 active | Potency, µM (top dose mostly 46.1 µM), inactives show at the top dose activity change, negative = cytotoxic, usual class: cytotoxic | KB-3-1 viability, CellTiter-Glo ATP luminescence, 72 h; also: % is scaled to controls: 0 for no effect and ±100 for the full control effect; nearly all actives have a fitted effect of over 60% in size
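Parental KB-3-1 adenocarcinoma cells in phenol-red-free DMEM with 10% FBS were pin-treated with compounds at several concentrations, incubated 72 h at 37 °C, and viability read by CellTiter-Glo luminescence; concentration-effect curves were fitted after normalization.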
GLP1R ag: qHTS of GLP-1 Receptor Agonists. Glucagon-like peptide 1 receptor (Homo sapiens), P43220. HEK293 GLP-1R CRE-luciferase, luminescence, 4-6 h; cells express a hypersensitive GLP-1R form. Potency, µM (doses to about 45.6 µM), inactives show top-dose activation, usual class: activators. 0.007% of 380,000 active; also: % of control where 0% means no effect
Target sequence (P43220 whole entry, looked up): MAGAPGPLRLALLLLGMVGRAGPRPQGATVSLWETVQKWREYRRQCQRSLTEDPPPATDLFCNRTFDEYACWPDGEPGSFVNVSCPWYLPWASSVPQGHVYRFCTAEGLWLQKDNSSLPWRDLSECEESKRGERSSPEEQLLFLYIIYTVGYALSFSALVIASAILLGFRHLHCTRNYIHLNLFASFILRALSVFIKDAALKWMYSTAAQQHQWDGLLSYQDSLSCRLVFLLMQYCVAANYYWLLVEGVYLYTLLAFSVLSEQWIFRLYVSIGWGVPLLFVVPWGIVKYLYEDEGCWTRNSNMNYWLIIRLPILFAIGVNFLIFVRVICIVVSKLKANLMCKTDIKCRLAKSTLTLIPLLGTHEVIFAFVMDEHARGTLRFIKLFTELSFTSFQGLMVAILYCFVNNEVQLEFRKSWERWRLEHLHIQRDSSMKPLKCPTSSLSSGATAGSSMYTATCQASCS
GLP1R inv ag: qHTS of GLP-1 Receptor Inverse Agonists (Inhibition Mode) | 1.6% of 410,000 active | AID 624417, 2012 | HEK293 GLP-1R CRE-luciferase, luminescence, 24 h; GLP-1R form is constitutively active | Potency, µM (series often up to 38.3 µM), for inactives: at the highest dose activity change, negative = inhibition, hits mostly inhibitors; also: % is scaled to controls: 0 for no effect and ±100 for the full control effect; nearly all actives have a fitted effect of over 55% in size
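Inverse agonism was detected as reduced cAMP-driven luciferase luminescence after 24 h compound treatment. The cells were HEK293 clones expressing constitutively active human GLP-1R with the reporter. Reporter-only and GPR119 cell lines served as counterscreen controls.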
* = called active by the depositor; ? = inconclusive; nt = no result given; & = joins results of further samples; [ ] = another dose, or the depositor's remark. Calls follow the shape of the dose curve; as a rule, active = well fitted curve in the direction sought with a large enough effect; inconclusive = small, poorly fitted or top-dose-only effect, or another doubt; inactive = no such curve, though single readings can be large; an effect the other way counts as inactive or inconclusive. Potency is read from the fitted curve at half-maximal effect.

SMILES	HT1080-NT tox	GLP1R cytotox	KB-V1 cytotox	TDP-43 yeast inh	SW480 rerep	HT1080 IDH1KD tx	KB-3-1 cytotox	GLP1R ag	GLP1R inv ag
CC(=O)Nc1cccc(NC(=O)c2cc(-c3cccnc3)nc3ccc(Br)cc23)c1	?	?	0%	-17%	?	?	0%	-7%	0%
O=C(c1ccccc1)C(O)(Cc1ccccc1)c1ccccc1 (stereo not drawn)	-3%	8%	0%	?	-4%	-2%	-9%	-2%	?
COc1ccc(C)cc1S(=O)(=O)NC1CCCCC1C (stereo not drawn)	6%	-8%	-12%	10%	-3%	4%	-4%	-11%	?
CN(C)C(=O)c1ccc(NC(=O)c2ccc(-c3ccc(Cl)cc3)o2)cc1	7%	-11%	21µM*	?	24%	5%	-13%	-5%	?
CCCS(=O)(=O)NC(=O)C1(C)CCN(C(=O)c2oc3ccccc3c2C)C1 (stereo not drawn)	18%	-6%	2%	18%	nt	6%	0%	-4%	8%
O=C(NCCn1ccc2ccccc21)c1ccc2c(c1)OCO2	17%	0%	15%	22%	6%	7%	0%	-6%	?
CN(C)C(=N)c1n[nH]nc1SCc1ccc(Cl)c(Cl)c1	2%	8%[7.66 µM]	-2%	-13%	-1%	20%	6%	-1%	9%[7.66 µM]
Cc1ccc(-c2nc3sccn3c2Nc2ccc(C)c(C)c2)cc1	nt	2%	8%	12%	nt	nt	-19%	nt	-16%
COc1cccc2cc(-c3nc(Cl)c4c5c(sc4n3)CC(C)CC5)c(=O)oc12 (stereo not drawn)	nt	2%	0%	7%	nt	nt	1%	0%	0%
N#Cc1ccc(Cl)cc1NC(=O)COC(=O)[C@H](CCC(N)=O)NC(=O)c1ccc(F)cc1	1%	-13%	-4%	?	6%&0%	-2%	-1%	4%	9%
CC(C)(C)c1csc(NC(=O)CCc2ccccc2)n1	-20%	1%	-3%	?	?	-3%	-7%	14%	?
CCCCN1C(=O)C(CC(=O)NCc2cccs2)CC(C(=O)N(C(C)C)C(C)C)=C1C (stereo not drawn)	2%	4%	0%	2%	nt	2%	4%	0%	8%
Cc1ccc(N=C(c2cccs2)N2CCOCC2)cc1	-6%	-1%	3%	-6%	-3%	-4%	-3%	3%	?
O=C(Nc1ccc(S(=O)(=O)Nc2ncccn2)cc1)c1cccc(S(=O)(=O)N2CCOCC2)c1	0%	-8%	0%	3%	-9%	0%	15%	1%	-6%
Cc1c(C(=O)N/N=C/c2cccnc2)nnn1-c1nonc1N	24%	7%	14%	1%	?	13%	29%	11%	11%
Cc1cc(C)c(C(=O)CSc2nnc(C)c(=O)[nH]2)cc1C	2%	4%	-3%	-6%	3%	-3%	-2%	11%	2%
Cc1ccc(C)c(NC(=O)c2ccc(OCc3c(C)noc3C)cc2)c1	-14%	2%	nt	?	0%	1%	nt	-2%	-16%
O=C(CNS(=O)(=O)c1cccc(Cl)c1)OCc1csc(-c2ccccc2)n1	5%	-4%	15%	11%	-4%	3%	3%	2%	16%
O=c1[nH]c2cc3c(cc2cc1CN(Cc1nnnn1C1CCCC1)C1CCCC1)OCCO3	1%	3%	-35%	-17%	-3%	-26%	23µM*	14%	0%
Cn1c(=O)c2ncn(CC(=O)Nc3ccc4c5c(cccc35)CC4)c2n(C)c1=O	-6%	-21%	-5%	10%	2%	-3%	-17%	0%	35%[activator]
COc1ccc(Cn2c(C)nc([N+](=O)[O-])c2SCC(=O)O)cc1[N+](=O)[O-]	15%	-5%[7.66 µM]	7%	-11%[9.22 µM]	-1%	6%	22%	3%	2%[7.66 µM]
C=CCN1C(=O)c2ccc(C(=O)NCCc3ccc(F)cc3)cc2C1=O	5%	2%	7%	26%	0%	5%	2%	-5%	4%
CCCC1=C(C(=O)OCC)C(c2ccc(O)cc2)n2ncnc2N1 (stereo not drawn)	5%	-6%	0%	18%	2%	-6%	?	1%	-4%
COc1ccc(CCNC(=O)CCS(=O)(=O)c2ccc3c(c2)NC(=O)C(C)S3)cc1OC (stereo not drawn)	4%	0%	0%	1%	19%	-9%	-4%	5%	12%
O=C(c1cc(=O)[nH]c2ccccc12)N1CCN(c2ccc([N+](=O)[O-])cc2)CC1	2%	-22%	12%	-8%	-7%	-3%	12%	18%	15%
COc1cc2nc(C3CCC3)n(NC(=O)C3CCCC(OC)C3)c(=O)c2cc1OC (stereo not drawn)	17%	2%	19%	-5%	-2%	-3%	-4%	11%	0%
COc1ccc(CCNC(=O)CS(=O)Cc2nc(-c3ccccc3Cl)oc2C)cc1OC (stereo not drawn)	4%	-12%	?	-1%	-11%	4%	-7%	-5%	19%
Cc1ccc(S(=O)(=O)Oc2ccc(/C=N/NC(=O)c3nn(C)cc3Cl)cc2)cc1	13%	3%	2%	9%	2%	12%	13%	-1%	-19%
COc1cc(C(O)c2nc(-c3cccc(NC(C)=O)c3)cs2)ccc1F (stereo not drawn)	2%	-7%	-18%	13%	nt	-1%	-1%	-1%	-14%
COc1ccc(NC(=O)COC(=O)Cc2coc3cc(OC)ccc23)c(OC)c1	-1%	5%	13%	?	-1%	-9%	0%	-7%	5%
O=C(COC(=O)c1ccccc1Br)Nc1ccccc1F	30%	-1%	11%	-2%[1.82 µM]	-12%	2%	13%	15%	-24%
Cc1cc(C(=O)Nc2cccc3ccccc23)co1	0%	8%	-4%	18%	-2%	15%	5%	-6%	8%
O=c1nc(N2CCCCC2)nc(Nc2ccccc2)[nH]1	-3%	0%	-19%	-5%	-5%	9%	-5%	1%	0%
COc1ccccc1C(=O)Nc1cccc(N(C)S(C)(=O)=O)c1	14%	-2%	?	16%	-5%	8%	8%	-5%	7%
Cc1cc(C)cc(C(=O)N/N=C/c2ccoc2)c1	-26%	0%	?	2%	-10%	?	20%	-2%	?
CCCC12CN(C(=O)c3ccc(OC)cc3)CC(C)(CN(C(=O)c3ccc(OC)cc3)C1)C2=O	16%	-14%	0%	1%	4%	18%	4%	-6%	0%
COc1ccc(-c2c(C)c3ccc(O)c(CN4CCC(C)CC4)c3oc2=O)cc1OC	nt	409%[activator]	7%	25%[9.22 µM]	nt	nt	1%	nt	1%
COc1cccc(-c2cnc3c(NC(C)=O)cc(-c4ccc(C(=O)NC5CC5)cc4)cn23)c1	18µM*	-17%	0%	10%	nt	21µM*	?	9%	112%[activator]
O=[N+]([O-])c1ccccc1S(=O)NCc1c(Cl)cccc1Cl (stereo not drawn)	18%	0%	-10%	0%	nt	5%	-3%	-3%	16%
S=C(Nc1ccccc1)N1CCN(c2ccccn2)CC1	6%	-21%	19%	4%	-9%	4%	27%	4%	10%

The last 5 entries of the part before lead into the next.
SMILES	HT1080-NT tox	GLP1R cytotox	KB-V1 cytotox	TDP-43 yeast inh	SW480 rerep	HT1080 IDH1KD tx	KB-3-1 cytotox	GLP1R ag	GLP1R inv ag
CCCC12CN(C(=O)c3ccc(OC)cc3)CC(C)(CN(C(=O)c3ccc(OC)cc3)C1)C2=O	16%	-14%	0%	1%	4%	18%	4%	-6%	0%
COc1ccc(-c2c(C)c3ccc(O)c(CN4CCC(C)CC4)c3oc2=O)cc1OC	nt	409%[activator]	7%	25%[9.22 µM]	nt	nt	1%	nt	1%
COc1cccc(-c2cnc3c(NC(C)=O)cc(-c4ccc(C(=O)NC5CC5)cc4)cn23)c1	18µM*	-17%	0%	10%	nt	21µM*	?	9%	112%[activator]
O=[N+]([O-])c1ccccc1S(=O)NCc1c(Cl)cccc1Cl (stereo not drawn)	18%	0%	-10%	0%	nt	5%	-3%	-3%	16%
S=C(Nc1ccccc1)N1CCN(c2ccccn2)CC1	6%	-21%	19%	4%	-9%	4%	27%	4%	10%
N#CC1=C(N)SC(N)=C(C#N)C1c1c(Cl)cccc1Cl	-1%	-7%	-9%	28%	-8%	2%[9.24 µM]	4%	-5%	6%
COc1cccc(CNC(=O)c2cc(S(=O)(=O)N3CCOCC3)ccc2N2CCCC2)c1	-2%	1%	15%	0%	1%	-1%	2%	6%	?
Cc1ccc(-n2ncc3c(=O)n(-c4ccc(C)c(C)c4)c(C)nc32)cc1	2%	25%	-13%	-13%	-5%[9.22 µM]	0%	-6%	8%	-44%
Cc1cc(C)c(NC(=O)c2cnn(C)c2)c(C)c1	10%	-6%	?	16%	-4%	29%	3%	-9%	-6%
COc1ccc(OC)c(S(=O)(=O)N2CCC(C(=O)NCc3ccccc3OC)CC2)c1	8%	-6%	?	5%	-6%	1%[9.24 µM]	0%	-3%	2%
COCCNC(=O)/C(C#N)=C\c1ccc(CNC(=O)C(=O)Nc2ccc(C)c(C)c2)o1	0%	8%	0%	10%	-8%	-5%	-8%	0%	4%
COCCCNC(=O)CN(CCc1ccccc1)S(=O)(=O)c1ccccc1	9%	4%	-9%	-13%	-8%	10%	6%	1%	16%
COc1ccc(NC(=O)c2cc(-c3ccc(C)cc3O)n[nH]2)c(OC)c1	?	9%	0%	3%	8%	-15%	-3%	4%	-28%
O=C1CSC(=S)N1Cc1cccs1	18%	-21%	nt	0%	?	1%	nt	-11%	?
CC1CCC(NS(=O)(=O)c2cccc3nsnc23)CC1 (stereo not drawn)	2%	-2%	-18%	7%	-5%	1%	11%	15%	-20%
Cc1c(C)c2ccc(OCC(=O)N3CCOCC3)c(C)c2oc1=O	10%	-11%	0%	nt	-32%[inhibitor][1.84 µM]	16%	17%	14%	0%
COc1ccc(C(O)(C2CCCCC2)C(CN2CCCC2)c2ccccc2)cc1 (stereo not drawn)	?	?	-45%	0%	5%	?	0%	-1%	?

Random draw from the library; overall some 9.4% were active at least once.
